Pf growth 96h = inhibits malaria parasite growth, 96 h. 320,000 compounds, 6.9% hits. Potency, µM (top dose mostly 28.7 µM), for the others: at the highest dose activity change, negative = inhibition, actives largely listed as inhibitors. AID 504834. P. falciparum luciferase reporter growth, 96 h; further: potency means the concentration at half of the fitted maximal effect; on the % scale 0 is the no-effect control and ±100 the full control effect
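96 h incubation, 37 C, 5% CO2, of luciferase-reporter P. falciparum-infected RBCs (2% hematocrit, 0.05% parasitemia final) with test compounds; endpoint luminescence.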
Pf growth 48h = P. falciparum growth inhibition at 48 hours (one generation). P. falciparum luciferase growth in erythrocytes, 48 h. Potency, µM (highest dose often 28.7 µM), for inactives: top-dose activity change, negative = inhibition, hits mostly inhibitors. 310,000 compounds, 5.9% hits. AID 504832; further: potency means the concentration at half of the fitted maximal effect; on the % scale 0 is the no-effect control and ±100 the full control effect
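Luciferase-expressing parasites in RBCs, 2% Hct / 0.1% parasitemia final; RPMI 1640 + 0.5% Albumax; 37 C, 5% CO2, one generation; luminescence read-out, lower signal = inhibition.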
LmPK inh = inhibitors of Leishmania mexicana pyruvate kinase | Potency, µM (titrated, usually from 57.5 µM), without a hit: top-dose activity change, negative = inhibition, actives largely listed as inhibitors | purified LmPK, Kinase-Glo ATP luminescence, 1 h | 290,000 compounds, 0.37% hits; further: potency means the concentration at half of the fitted maximal effect; on the % scale 0 is the no-effect control and ±100 the full control effect
Target sequence (Q27686 whole entry, looked up): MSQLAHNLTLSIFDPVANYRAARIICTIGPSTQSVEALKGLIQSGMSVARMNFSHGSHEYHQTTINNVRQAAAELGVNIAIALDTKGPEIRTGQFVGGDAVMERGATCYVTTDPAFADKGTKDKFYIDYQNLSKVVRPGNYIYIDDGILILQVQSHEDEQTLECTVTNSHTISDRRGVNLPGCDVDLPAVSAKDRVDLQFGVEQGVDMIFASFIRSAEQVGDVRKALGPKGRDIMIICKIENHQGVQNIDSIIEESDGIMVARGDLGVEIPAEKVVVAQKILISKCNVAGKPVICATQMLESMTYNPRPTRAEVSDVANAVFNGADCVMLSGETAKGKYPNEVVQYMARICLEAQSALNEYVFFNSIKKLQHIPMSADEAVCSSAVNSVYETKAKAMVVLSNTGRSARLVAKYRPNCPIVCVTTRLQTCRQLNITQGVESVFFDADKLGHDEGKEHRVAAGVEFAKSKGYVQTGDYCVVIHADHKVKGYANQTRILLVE
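0.1 nM LmPK, 0.5 mM PEP, 0.1 mM ADP; 50 mM imidazole pH 7.2, 7 mM MgCl2, 50 mM KCl; 1 h RT. Kinase-Glo luminescence readout, normalized to no-enzyme (full inhibition) and uninhibited wells.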
AmpC inh no detg = inhibitors of E. coli AmpC beta-lactamase without detergent. 330,000 compounds, 0.52% hits. AmpC nitrocefin hydrolysis, absorbance 480 nm, 0.0001% Triton. P00811. Potency, µM (top dose mostly 57.1 µM), without a hit: at the top dose activity change, negative = inhibition, usual class: inhibitors;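 further: potency means the concentration at half of the fitted maximal effect; plate controls were no compound for no effect and no enzyme for full effect; nearly all actives have a fitted effect of over 20% in size; some results filed as inactive show a strong effect at the top dose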
Target sequence (P00811 whole entry, looked up): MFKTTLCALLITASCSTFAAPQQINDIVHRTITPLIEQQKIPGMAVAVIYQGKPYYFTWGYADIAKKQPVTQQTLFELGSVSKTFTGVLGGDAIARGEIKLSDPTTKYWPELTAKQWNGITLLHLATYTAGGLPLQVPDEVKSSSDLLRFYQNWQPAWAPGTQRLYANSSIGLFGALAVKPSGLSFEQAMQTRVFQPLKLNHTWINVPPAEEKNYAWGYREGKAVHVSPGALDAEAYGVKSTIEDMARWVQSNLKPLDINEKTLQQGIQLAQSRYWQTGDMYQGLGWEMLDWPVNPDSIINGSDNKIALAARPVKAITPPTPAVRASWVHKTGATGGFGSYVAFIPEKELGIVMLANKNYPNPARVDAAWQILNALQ
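AmpC (5.3 nM in the dispensed reagent) in 20 mM phosphate pH 7.0 with 0.01% (detergent screen) or 0.0001% Triton X-100 was preincubated with compounds for 15 min at room temperature. Nitrocefin was then added from an 800 uM solution, and hydrolysis was followed at 480 nm.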
CHX counter = affects cycloheximide protein synthesis inhibition readout, counter-screen. cell reporter, cycloheximide protein synthesis inhibition counterscreen. max response, %. 300,000 compounds, 12% hits. AID 2314; in the data active means max response mostly above about 13%, no sharp cut-off; inactive means mostly below about 14%; further: read at 38.3 µM for the half of the compounds with a filed dose; 0% is about no effect
Tb PYK inh = inhibitors of Trypanosoma brucei pyruvate kinase. Q57TT1. TbPYK enzyme, Kinase-Glo Plus ATP luminescence, 45 min. Potency, µM (top dose mostly 76.8 µM), for inactives: at the highest dose activity, negative = inhibition, usual class: inhibitors. 410,000 compounds, 0.12% hits. AID 624173; further: potency means the concentration at half of the fitted maximal effect; on the % scale 0 is the no-effect control and ±100 the full control effect; nearly all actives have a fitted effect of over 50% in size
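ADP (130 uM final) triggers the TbPYK reaction after compound addition; incubation is 45 min at room temperature. Kinase-Glo Plus is then added and luminescence imaged. Normalized data are fitted to concentration-effect curves.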
Shiga toxin inh = inhibitors of Shiga toxin in Vero cells; inhibition, % at 38.7 µM; 290,000 compounds, 9.2% hits; Vero cells, Shiga toxin protein synthesis inhibition reporter; AID 2315; in the data active means inhibition mostly above about 28%, no sharp cut-off; inactive means mostly below about 43%; further: 0% is about no effect
Active calls of the source: *; ? = inconclusive; · = no result given; & = joins results of further samples; [ ] = dose if it differs, or a comment. Unless noted, the call rests on the fitted dose curve; in most records, active means well fitted curve in the direction sought with a large enough effect; inconclusive means small, poorly fitted or top-dose-only effect, or another doubt; inactive means no such curve, though single readings can be large; an effect the other way counts as inactive or inconclusive. An unsorted share of the library, and some 22% of all compounds hit somewhere here.

Values run as follows: Pf growth 96h	AmpC inh no detg	Pf growth 48h	Tb PYK inh	CHX counter	LmPK inh	Shiga toxin inh
CCCCN(CC)C(=O)c1cc2c(=O)n3cccc(C)c3nc2s1
  3%	66%[activator]	·	-15%&-1%	12	1%	17
O=c1nc2s/c(=C\c3ccco3)c(=O)n2nc1Cc1ccccc1
  24%	-50%	-21%	-25%	-1	15%	8
Cc1c(CCC(=O)N[C@@H](CC(C)C)C(=O)O)c(=O)oc2cc3oc4c(c3cc12)CCCC4
  21%	8%	-2%	-13%	7	3%	32
CC(C)(C)C1CCC(=NNC(=S)Nc2cccnc2)CC1 (centres undefined)
  0%	-32%	6%	-16%	-1	0%	4
CCOC(=O)Nc1ccc(C(=O)NCC2CCCO2)cc1 (centres undefined)
  ?	-11%	12%	3%	4	-1%	-2
O=C(NCCC(c1ccccc1)c1ccccc1)c1ccc(Br)o1
  ?	-18%	·	5%	-2	0%	-9
CC(=O)/C(=N\Nc1ccccc1)Sc1nncn1C
  4%	-16%	24%	?	-4	-13%	6
C=C(C)CCC1(C)NC(=O)N(c2ccccc2)N1 (centres undefined)
  0%	-28%	-7%	0%	2	2%	28
COc1ccc(Nc2nc(=O)[nH]nc2C)cc1
  -1%	-10%	·	-5%	-3	3%	16
Cc1ccc(/C(C#N)=C\c2cn(C)c3ccccc23)cc1
  ·	-18%	-26%	·	19*	-4%	25*
CCOc1cc(-c2noc(CCC(=O)NCCc3ccccc3)n2)ccc1OC
  2.6µM*	37%	0%	0%	-3	0%	-7
O=C(NCCOc1ccccc1)C1CCC(=O)N(CCc2ccccn2)C1 (centres undefined)
  ?	-3%	34%[activator]	0%	11	-4%	3
C[C@]12CCC(=O)C=C1[C@H](O)C[C@@H]1[C@@H]2[C@@H](O)C[C@@]2(C)[C@H]1CC[C@]2(O)C(=O)CO
  0%	-19%	-8%	-4%	-3	0%	22
CCc1ccc(NC(=O)c2cnc(SC)nc2C)cc1
  ?	-21%	-6%	-11%	29*	4%	42
CN1C(=O)c2cccc(NC(=O)CCc3ccccc3)c2C1=O
  -14%	-9%	·	-5%	-1	13%	-7

(cont.)
Values run as follows: Pf growth 96h	AmpC inh no detg	Pf growth 48h	Tb PYK inh	CHX counter	LmPK inh	Shiga toxin inh
C=CCN1CCN(C(=O)c2cc3c(s2)CCCC3)CC1
  7%	4%	117%[activator]	4%	15*	1%	59
CCOc1cc(/C=C2\SC(=O)N(CC(=O)Nc3ccccc3F)C2=O)cc([N+](=O)[O-])c1O
  12%	-22%	0%	-18%	-1	0%	-5
COc1ccc(Nc2oc(-c3ccccc3)nc2C#N)cc1
  ?	-9%	30%[activator]	-1%	14*	-2%	70*
Fc1ccc(CNCc2ccco2)cc1
  27%	5%	2%[0.00184 µM]	6%	11	1%	34
COc1ccc(C)cc1NC(=O)COCC(=O)O
  ?	-5%	20%	-5%	-1	0%	-1
CCOC(=O)C1=C(C)OC(N)=C(C(=O)OCC)C12C(=O)Nc1ccc(Br)cc12 (centres undefined)
  -12%	52%	0%	-10%	-3	1%	23
CC1CC2(C)Oc3ccccc3C3OCC1(CO)C(C)C32 (centres undefined)
  ·	·	2%	1%	-4	2%	3
Cc1ccc(NC(=O)CCn2c(=O)c3cccn3c3ccccc32)c(C)c1
  13µM*	-24%	?	-1%	-3	-6%	-9
COc1ccc(C2(NC(C)=O)CCN(C(=O)c3ccco3)CC2)cc1
  ·	1%	9%	-3%	-3	9%	-9
CC(=O)Nc1ccc(NS(=O)(=O)Cc2ccccc2)cc1
  ?	-21%	?	1%	-2	1%	-5
O=C1CSC(=Nc2cccc(Cl)c2Cl)N1
  ?	-31%	14%	-20%	-1	-1%	-9
Cc1ccccc1-n1c(=O)c2ccccc2n2c(=O)[nH]nc12
  ·	-18%	-7%	4%	-3	1%	-4
Cc1ccnc(NC(=O)CCN2C(=O)c3ccccc3S2(=O)=O)n1
  76%[activator]	-29%	7%	-9%	·	·	·
O=C(Nc1ccc(S(=O)(=O)Nc2ncccn2)cc1)C(F)(F)F
  96%[activator]	-16%	-13%	0%	-2	1%	-14
O=C(CCS(=O)(=O)c1ccccc1)Nc1ccc(-c2nc3ccccc3s2)c(O)c1
  42%[activator]	-14%	19%	-8%	44*	0%	48*

Gathered by group: those above containing bromine
Values run as follows: Pf growth 96h	AmpC inh no detg	Pf growth 48h	Tb PYK inh	CHX counter	LmPK inh	Shiga toxin inh
O=C(NCCC(c1ccccc1)c1ccccc1)c1ccc(Br)o1
  ?	-18%	·	5%	-2	0%	-9
CCOC(=O)C1=C(C)OC(N)=C(C(=O)OCC)C12C(=O)Nc1ccc(Br)cc12 (centres undefined)
  -12%	52%	0%	-10%	-3	1%	23

(more compounds)
Values run as follows: Pf growth 96h	AmpC inh no detg	Pf growth 48h	Tb PYK inh	CHX counter	LmPK inh	Shiga toxin inh
CCc1ccc(C2=CSC3=NCCN23)cc1
  1%	-16%	-5%	-7%	1	-3%	-4
COc1ccc(-c2cc(C(=O)NCCN3CCOCC3)c3ccccc3n2)cc1
  ·	49%	-14%	-3%	14	-4%	39
Cc1ccc(NC(=S)N2CCOCC2)c(C)c1
  18%	-18%	15%	2%	2	1%	12
Cc1ccnc2nc(C(=O)Nc3nnc(-c4ccccc4)o3)nn12
  93%	-24%	55%[activator]	4%	23*	-6%	72*
C/C(=N\Nc1nc(C)cc(-c2ccccc2)n1)c1cccc(N)c1
  ?	-6%	?	2%	16*	-14%	23*
CNCC(O)COc1cccc(OC)c1 (centres undefined)
  -6%	-5%	-6%	-19%	16	1%	-11
O=C(CCC1CCCN(C(=O)c2ccsc2)C1)N1CCN(c2ccccn2)CC1 (centres undefined)
  ?	8%	?	-4%	-2	4%	-9
CSc1ccccc1NS(=O)(=O)c1ccccc1
  27%	-31%	0%	-1%	3	-1%	35
O=C(N/N=C/c1cc(Br)cc([N+](=O)[O-])c1O)c1ccc(NC(=O)c2ccc(F)cc2)cc1
  6%	-42%	-4%	4%	-1	-7%	-4
Cc1cc(Cl)ccc1OCC(=O)Nc1nc(-c2cccs2)cs1
  0%	18µM*	34%[activator]	-6%	-3	5%	-16
CN(Cc1ccccc1)C(=O)CN(C1CCCCC1)S(C)(=O)=O
  ·	-3%	15%	-3%	-7	-3%	-28
Cc1nc2sc(C(c3cccs3)N3CCOCC3)c(O)n2n1 (centres undefined)
  -14%	-3%	27%	-6%	-3	-4%	-10
CCCCN(C(=O)c1c(C)noc1C)c1c(N)n(CCC)c(=O)[nH]c1=O
  -17%	-10%	-14%	2%	·	·	·
CCCCS(=O)CC(COC)OC(=O)c1ccccc1 (centres undefined)
  ?	6%	-5%	0%	-1	6%	36
O=C(c1ccccc1Cl)N(Cc1ccc(Cl)c(Cl)c1)N1C(=O)CCCC1=O
  30%[activator]	70%	-11%	-2%	6	7%	4

(next part)
Values run as follows: Pf growth 96h	AmpC inh no detg	Pf growth 48h	Tb PYK inh	CHX counter	LmPK inh	Shiga toxin inh
COc1ccc(C)cc1NC(=O)c1nn(C)c(C(=O)Nc2cc(C)ccc2OC)c1[N+](=O)[O-]
  ?	20%	29%	2%	-2	7%	-7
Cc1nn(C)c(C)c1S(=O)(=O)N1CCCC(C(=O)NCCc2ccc(Cl)cc2)C1 (centres undefined)
  ?	72%[activator]	-7%	-2%	2	2%	-3
CC(C)(C)C(=O)Nc1cc(S(=O)(=O)Nc2ccc(Cl)cc2)ccc1O
  -15%	-53%	-7%	3%	-5	8%	-5
CCOc1ccc(NS(=O)(=O)c2ccc(C(=O)NCCN3CCOCC3)cc2)cc1
  -12%	-20%	58%[activator]	-6%	·	·	·
CC1(C)NC(=O)N(CC(O)COc2cc3ccccc3cc2C(=O)N2CCCCC2)C1=O (centres undefined)
  ?	44%	?	-11%	9	-6%	-2
Cc1ccc(OCC(=O)N2CCCCCCC2)cc1C
  12%	4%	24%	-13%	21*	-2%	29*
C/C(=N\NC(=O)CNc1ccc(F)cc1)c1cc2ccccc2o1
  ?	-33%[11.4 µM]	-16%	-11%	8	2%	22
COc1ccc(CC(=O)NNS(=O)(=O)c2ccc(F)cc2)cc1OC
  32%[activator]	-16%	35%[activator]	1%	1	6%	12
O=C(Nc1ccccc1)N(Cc1ccc(Cl)cc1)CC(O)C(F)(F)F (centres undefined)
  6%	-18%	15µM*	2%	0	4%	9
COC(=O)c1ccc(N/N=C/c2cc([N+](=O)[O-])cc(OC)c2O)cc1
  85%[activator]	-20%	20%	-5%	-2	0%	15
CCOc1ccc(NC(=O)CSc2nnc(-c3ccccn3)n2C)cc1
  ?	-1%	-1%	7%	-2	2%	-6
CC1=C(C(=O)OC(C)(C)C)C(c2ccc3ccccc3c2)NC(=O)N1C (centres undefined)
  ?	-11%	14%[0.00184 µM]	2%	-7	0%	-4
O=C(CN1C(=O)C2CC=CCC2C1=O)N1CCN(c2ccc([N+](=O)[O-])cc2)CC1 (centres undefined)
  -19%	-1%	-7%	-3%	3	-1%	18
COc1ccc(S(=O)(=O)NCc2cccnc2)cc1NC(=O)c1ccccc1
  -23%	-13%	2%	1%	-5	-6%	-5
CCOCCCn1c(N)c(C(=O)Nc2sc3c(c2C(=O)OC)CCCC3)c2nc3ccccc3nc21
  ?	12%	15µM*	-4%	2	4%	12

Carrying on.
Values run as follows: Pf growth 96h	AmpC inh no detg	Pf growth 48h	Tb PYK inh	CHX counter	LmPK inh	Shiga toxin inh
COc1ccc(Cc2nnc(NC(=O)c3ccco3)s2)cc1
  35%[activator]	2%	56%[activator]	-2%	13	0%	41
N#Cc1nc(COc2ccc(F)cc2)oc1N1CCCCC1
  -1%	17%	-23%	-5%	27*	3%	65
O=C1Nc2cc(Cl)c(Cl)cc2N(O)N1c1cc(Cl)cc(Cl)c1
  35%[activator]	12%	11%	-8%	-2	1%	-9
O=C(COc1ccc(-n2cnnn2)cc1)NC(=O)NCc1ccccc1
  -20%	-16%	-2%	1%	2	5%	-8
Cc1cc(N2CCCCC2)ccc1C=C1C(=O)N(C)C(=S)N(C)C1=O
  37%[activator]	-28%	8%	?	-2	-4%	2
COc1ccc(N2CCN(C(c3cccs3)C(C)NS(=O)(=O)c3ccccc3)CC2)cc1 (centres undefined)
  ?	-30%	13µM*	-9%	3	7%	-6
Cc1ccc(C)c(OCC(=O)Nc2ccc3c(c2)OCO3)c1
  48%[activator]	-34%	3%	-9%	48*	2%	42*
CN(c1ccccc1C(=O)Nc1ccccc1-c1ccccc1)S(C)(=O)=O
  14%	3%	1%	-5%	-4	-4%	-8
COc1cccc(CN(C)C(=O)c2ccc(OCC(=O)Nc3cccc(C(F)(F)F)c3)c(OC)c2)c1
  ?	155%[activator]	?	-3%	·	·	·
COc1cccc(Cn2cnc3c(NS(=O)(=O)c4ccc(Cl)cc4Cl)c(C)c(C)cc32)c1
  0%	-11%	25%	-18%	-2	2%	-4

Screening results: PubChem, National Center for Advancing Translational Sciences (NCATS)
